Screening data from PubChem.
ARFGAP1 inhibitor: inhibitors of rat ARFGAP1 GAP activity, primary screen, biochemical, fluorescence polarization, GDP tracer | ADP-ribosylation factor GTPase-activating protein 1 (Rattus norvegicus), Q62848 | Arfgap1-stimulated ARF1 GTP hydrolysis, GDP FP detection | inhibition, % at 16.5 µM | 360,000 tested, 0.26% active;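 active = inhibition above a per-plate limit, mean inhibition of low control wells plus 3 SD, cut at about 25% in these data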;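 also: 0% = DMSO wells with enzyme and 100% = wells lacking Arfgap1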
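Material: truncated rat Arfgap1 GAP domain; Incubation: compound-enzyme preincubation 20 min, reaction 120 min, detection 60 min, 25 °C; Read-out: percent inhibition of Arfgap1-stimulated GTP hydrolysis; Technique: FP, GDP Alexa 633 tracer displaced from anti-GDP antibody, 620/688 nm; Controls: No-Arfgap1 wells (100%) versus DMSO full-reaction wells (0%); Replication: single well per compound.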
HTRA1 inhibitor: HTRA1 serine protease inhibitors, primary screen, biochemical, fluorescence polarization, HTS; 340,000 tested, 0.5% active; recombinant HTRA1, FP-rhodamine activity-based probe; inhibition, % at 5.96 µM; Q92743; in the data active = inhibition above about 36%;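 also: 0% = enzyme with DMSO and 100% = wells lacking enzyme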
SMARCA2 act: SMARCA2 (BRM) function activators, primary screen, cell-based, luminescence, high throughput | AID 652017, 2013 | activation, % at 9.1 µM | MG213 cells, MMTV-luciferase reporter, dexamethasone, overnight | 370,000 tested, 1% active; in the data active = activation above about 7.8%;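 also: 0% = vehicle wells and 100% = reference activator wells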
Rev-erbA mod: modulators of Rev-erb alpha DNA binding, primary screen, biochemical, FITC-DNA, fluorescence polarization, uHTS; Nuclear receptor subfamily 1 group D member 1 (Homo sapiens), P20393; Rev-erbα–FITC-DNA binding, 90 min; activity, % at 10 µM; 370,000 tested, 0.79% active;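 active = activity above about 14%, limit read from the data; passing the limit was not always enough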;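 also: 0% = DMSO wells with 35 nM protein and 100% = DMSO wells with 750 nM protein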
NPR2 activator: human GC-B receptor activators, primary screen, HEK293 GC-B cells, cGMP TR-FRET, EC30 CNP; activation, % at 10 µM; Atrial natriuretic peptide receptor 2 (Homo sapiens), P20594; 0% at EC30 CNP, 100% saturating CNP; 370,000 tested, 0.11% active;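 active = activation at 10 µM reaching about 35% in either raw or pattern-adjusted values, limit read from the data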
ASAP1 inh: inhibitors of human ASAP1 ArfGAP activity, primary screen, biochemical, fluorescence polarization. Arf-GAP with SH3 domain, ANK repeat and PH domain-containing protein 1 (Homo sapiens), …. ASAP1-stimulated ARF1 GTP hydrolysis, GDP FP detection. inhibition, % at 16.5 µM. 360,000 tested, 0.19% active; in the data active = inhibition above about 25%;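 also: 0% = vehicle with enzyme and substrate and 100% = no enzyme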
ABHD4 inh: ABHD4 inhibitors, primary screen, biochemical, fluorescence polarization, mouse; purified mABHD4, FP-Rh probe fluorescence polarization; inhibition, % at 8.92 µM; AID 720543, 2013; 370,000 tested, 0.54% active; (Lyso)-N-acylphosphatidylethanolamine lipase (Mus musculus), Q8VD66;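 active = inhibition exceeding the mean over every tested compound plus 3 SD, cut at about 30% in these data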;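 also: 0% = plate median of compound wells and 100% = S159A mutant with DMSO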
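System: mouse ABHD4 enzyme, wild type / Medium: HEPES pH 7.0, NaCl, Pluronic buffer / Reagent: FP-Rh activity-based fluorescent probe / Control set: S159A mutant high control, sample median low control / Detection: fluorescence polarization with parallel and perpendicular emission, 525/598 nm / Schedule: 45 min + 60 min at 25 °C / Compound dosing: 8.92 µM, single dose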
PG9 Ab binder: binders of HIV-1 gp120 antibody PG9, primary screen, biochemical, TR-FRET; TR-FRET gp120-PG9 antibody binding; 360,000 tested, 0.43% active; inhibition, % at 6.7 µM; HIV-1 gp120 / PG9 antibody interaction; AID 624416, 2012; in the data active = inhibition above about 8.5%
GC-A act: GC-A stimulated cGMP production enhancers – HEK293 GC-A cells, cGMP TR-FRET, EC30 ANP, primary screen; Atrial natriuretic peptide receptor 1 (Homo sapiens), P16066; 0% at EC30 ANP, 100% saturating ANP; activation, % at 10 µM; 370,000 tested, 0.14% active; AID 1671463, 2021; in the data active = activation above about 40%
Target sequence (P16066 whole entry, looked up): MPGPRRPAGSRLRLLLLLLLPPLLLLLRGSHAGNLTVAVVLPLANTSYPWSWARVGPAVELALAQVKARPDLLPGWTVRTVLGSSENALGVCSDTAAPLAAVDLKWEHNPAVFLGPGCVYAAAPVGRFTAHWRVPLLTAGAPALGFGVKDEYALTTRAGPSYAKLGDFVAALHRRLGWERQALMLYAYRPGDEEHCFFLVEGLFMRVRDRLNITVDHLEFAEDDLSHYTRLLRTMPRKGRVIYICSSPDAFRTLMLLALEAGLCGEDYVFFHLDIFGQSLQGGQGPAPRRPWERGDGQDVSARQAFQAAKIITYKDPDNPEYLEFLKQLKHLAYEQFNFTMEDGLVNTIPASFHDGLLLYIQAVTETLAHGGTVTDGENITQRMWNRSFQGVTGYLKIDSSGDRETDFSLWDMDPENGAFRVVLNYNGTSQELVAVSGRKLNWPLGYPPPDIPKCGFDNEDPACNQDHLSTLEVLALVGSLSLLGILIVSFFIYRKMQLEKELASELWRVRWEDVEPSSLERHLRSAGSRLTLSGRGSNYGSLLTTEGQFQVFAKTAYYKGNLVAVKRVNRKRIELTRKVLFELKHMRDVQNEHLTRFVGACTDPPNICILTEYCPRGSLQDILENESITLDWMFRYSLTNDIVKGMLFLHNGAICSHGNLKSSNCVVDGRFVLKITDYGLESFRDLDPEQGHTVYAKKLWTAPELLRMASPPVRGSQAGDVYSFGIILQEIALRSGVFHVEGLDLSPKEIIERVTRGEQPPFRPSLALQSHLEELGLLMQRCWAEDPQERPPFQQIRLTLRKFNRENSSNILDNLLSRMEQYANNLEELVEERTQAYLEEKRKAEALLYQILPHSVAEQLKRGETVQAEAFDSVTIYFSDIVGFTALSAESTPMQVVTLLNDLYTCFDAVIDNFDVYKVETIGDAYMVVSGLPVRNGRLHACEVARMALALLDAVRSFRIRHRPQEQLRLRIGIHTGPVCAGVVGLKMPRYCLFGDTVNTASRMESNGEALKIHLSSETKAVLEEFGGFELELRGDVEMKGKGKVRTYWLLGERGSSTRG
rCAG binder: binders of r(CAG) RNA repeats, primary screen, biochemical, fluorescence. r(CAG) RNA repeat, TO-PRO-1 dye displacement fluorescence. 370,000 tested, 1.3% active. inhibition, % at 3 µM;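 active = inhibition above the plate cutoff, the mean of all test compounds on that plate plus 3 SD, cut at about 35% in these data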;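 also: 0% = DMSO alone and 100% = 100 µM mitoxantrone as full dye displacement; higher means more dye released from RNA so lower well fluorescence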
* marks the source's active call; other numbers are inactive results; . = not tested or not shown.

SMILES	ARFGAP1 inhibitor	HTRA1 inhibitor	SMARCA2 act	Rev-erbA mod	NPR2 activator	ASAP1 inh	ABHD4 inh	PG9 Ab binder	GC-A act	rCAG binder
O=C(Cn1cc(C(F)(F)F)cc(Cl)c1=O)NCc1ccc(Cl)cc1Cl	6	15	0	39*	1	3	-3	4.3	-2	2
c1ccc(C(NCCNC(c2ccccc2)c2ccccc2)c2ccccc2)cc1	-9	-4	-2	0	-8	-4	2	-0.4	-30	0
Cc1ncc(CO)c(CO)c1OCC(O)CN1CCN(c2ccc(F)cc2)CC1 (configuration not stated)	0	.	0	-7	-1	2	4	-0.7	3	1
COC(=O)c1ccc(NC(=O)CCc2nnc3ccc(NCc4ccco4)nn23)cc1	12	-5	0	-5	-2	5	-11	-1.5	-7	11
Cc1ccc(N(CC(=O)NCc2cccs2)S(=O)(=O)c2cccs2)cc1	-4	-5	-2	-2	0	16	-1	-0.7	0	0
COc1cc(/C=C2/SC(=S)N(C)C2=O)ccc1OC(=O)c1ccco1	7	-14	-1	0	-8	7	-21	-2.0	6	2
O=c1[nH]c(C2CCN(S(=O)(=O)Cc3ccccc3)CC2)nc2c1nnn2Cc1ccccc1Cl	3	-7	-4	-1	7	2	-6	-2.9	4	1
CCn1c(NCc2cc(OC)c(OC)c(OC)c2)nc2ccccc21	1	2	-1	1	-4	-10	1	-2.5	0	-5
CC(=O)C[C@H]1c2cc(C(F)(F)F)ccc2S(=O)(=O)N1C1CCCC1	2	0	2	-8	2	1	0	2.3	-1	2
CCN(Cc1ccncc1)C(=O)c1ccccc1NS(=O)(=O)c1ccc(Br)cc1	3	-5	-2	-2	5	14	-2	0.8	4	23
O=C(COC(=O)c1ccccc1C(=O)c1ccc(Cl)cc1)NCCc1ccccc1	0	-12	-2	1	9	-8	-1	-2.1	-3	1
NS(=O)(=O)c1ccc(CCNC(=O)CN2CCC(Cc3ccccc3)CC2)cc1	0	2	-8	6	5	-10	0	-0.6	-3	-4
CN1CCC(NC(=O)Nc2ccc(Br)cc2)CC1	8	-8	3	-9	1	3	-6	-2.0	0	4
C=CCn1c(=N)n(CC(O)COc2ccccc2OC)c2ccccc21 (configuration not stated)	7	6	-2	0	-6	15	2	-0.5	-7	7
CC(C)[C@H](NC(=O)c1ccc(Cl)cc1Cl)C(=O)N1CCC[C@H]1C(=O)NCc1ccccc1	-8	.	-3	4	1	6	-8	-1.4	1	-1
CSc1nc(SC(C)C(=O)O)c2c3c(sc2n1)COC(C)(C)C3 (configuration not stated)	2	0	-3	1	-2	-1	3	9.0*	2	11
CCC1CC(CSC(=N)N)OC1=O (configuration not stated)	-13	.	-1	-6	-3	-3	0	-2.2	4	-1
COc1cccc(C(=O)CC(C(=O)O)c2ccc(Cl)cc2)c1 (configuration not stated)	-7	-2	-1	4	2	-11	-8	-1.7	-2	10
COP(=O)(OC)c1ccc(NCc2cc(O)ccc2O)cc1	-11	13	7	-6	-2	0	23	-0.3	5	8
c1ccc(CSc2ccc(-c3ccccn3)nn2)cc1	-12	27	0	4	-1	8	2	-3.0	4	-6
COC(=O)C(NC(C)=O)(Nc1nc2c(s1)CCCC2)C(F)(F)F (configuration not stated)	10	4	0	-3	-2	3	8	3.7	2	1
CCCN(C(=O)c1ccc(N2CCCC2=O)cc1)C1CCS(=O)(=O)C1 (configuration not stated)	-8	10	5	-2	-3	5	-2	-2.0	1	0
COc1cc(CN2CCCC(CO)(Cc3ccccc3)C2)ccc1O (configuration not stated)	5	10	-1	-1	1	-7	1	-1.1	1	-4
CSc1nc2[nH]c(=O)n(O)c(=O)c2n1Cc1ccccc1	-13	23	-3	-4	-12	0	16	-0.9	-4	8
O=C(Nc1ccc(C(=O)O)cc1)Nc1ccc(F)cc1F	6	2	-1	-10	0	5	-3	-1.6	3	-3

Structural class: the compounds so far with an aryl thioether with sulfur outside any ring.
SMILES	ARFGAP1 inhibitor	HTRA1 inhibitor	SMARCA2 act	Rev-erbA mod	NPR2 activator	ASAP1 inh	ABHD4 inh	PG9 Ab binder	GC-A act	rCAG binder
CSc1nc(SC(C)C(=O)O)c2c3c(sc2n1)COC(C)(C)C3 (configuration not stated)	2	0	-3	1	-2	-1	3	9.0*	2	11
c1ccc(CSc2ccc(-c3ccccn3)nn2)cc1	-12	27	0	4	-1	8	2	-3.0	4	-6
CSc1nc2[nH]c(=O)n(O)c(=O)c2n1Cc1ccccc1	-13	23	-3	-4	-12	0	16	-0.9	-4	8

7 successive records from above:
SMILES	ARFGAP1 inhibitor	HTRA1 inhibitor	SMARCA2 act	Rev-erbA mod	NPR2 activator	ASAP1 inh	ABHD4 inh	PG9 Ab binder	GC-A act	rCAG binder
Cc1ncc(CO)c(CO)c1OCC(O)CN1CCN(c2ccc(F)cc2)CC1 (configuration not stated)	0	.	0	-7	-1	2	4	-0.7	3	1
COC(=O)c1ccc(NC(=O)CCc2nnc3ccc(NCc4ccco4)nn23)cc1	12	-5	0	-5	-2	5	-11	-1.5	-7	11
Cc1ccc(N(CC(=O)NCc2cccs2)S(=O)(=O)c2cccs2)cc1	-4	-5	-2	-2	0	16	-1	-0.7	0	0
COc1cc(/C=C2/SC(=S)N(C)C2=O)ccc1OC(=O)c1ccco1	7	-14	-1	0	-8	7	-21	-2.0	6	2
O=c1[nH]c(C2CCN(S(=O)(=O)Cc3ccccc3)CC2)nc2c1nnn2Cc1ccccc1Cl	3	-7	-4	-1	7	2	-6	-2.9	4	1
CCn1c(NCc2cc(OC)c(OC)c(OC)c2)nc2ccccc21	1	2	-1	1	-4	-10	1	-2.5	0	-5
CC(=O)C[C@H]1c2cc(C(F)(F)F)ccc2S(=O)(=O)N1C1CCCC1	2	0	2	-8	2	1	0	2.3	-1	2

(more compounds)
SMILES	ARFGAP1 inhibitor	HTRA1 inhibitor	SMARCA2 act	Rev-erbA mod	NPR2 activator	ASAP1 inh	ABHD4 inh	PG9 Ab binder	GC-A act	rCAG binder
O=c1ccnc(SCc2ccccc2Cl)[nH]1	3	-1	-1	4	-1	-1	1	-0.2	4	1
Cc1ccc(-c2ccccc2NC(=O)CCl)o1	-12	4	-1	-5	5	-20	-2	0.5	-1	-1
COc1ccccc1NC(=O)CSc1nnc(NC(=O)c2ccco2)s1	3	0	-2	-6	10	2	-5	-2.7	0	1
COC(=O)c1ccc(NS(=O)(=O)c2ccc(S(=O)(=O)N3CCOCC3)cc2)cc1	4	0	2	-3	0	2	-8	-0.8	-3	10
O=C(O)c1c[nH]c2ccc([N+](=O)[O-])cc2c1=O	9	2	2	-5	2	13	5	-0.2	1	6
COc1ccccc1-c1c(C)[nH]n2c(=O)c(Cc3ccccc3)c(C)nc12	2	-3	-2	-2	31	-6	-13	1.8	25	-4
CC(=O)Nc1cc(-c2cccc(C(=O)N(C)C)c2)cn2c(-c3cccc(C(F)(F)F)c3)cnc12	-2	.	-2	-5	2	-12	-29	-1.3	4	4
CCc1nc2c(OCCn3cccc3)cccn2c1N(C=O)Cc1ccccc1	2	.	-3	4	1	-10	7	-0.3	1	9
O=C(O)c1ccc2c(c1)C(=O)N(NC(=O)c1ccc(O)cc1)C2=O	1	0	4	2	-4	-1	-1	-2.4	-1	1
O=C1Cc2ccccc2C(c2ccc(Cl)cc2Cl)N1 (configuration not stated)	-3	-3	0	4	-12	3	-1	-0.5	-14	-3
COc1cc2cc(C(c3nnnn3C3CCCC3)N3CCCCC3)c(=O)[nH]c2cc1OC (configuration not stated)	1	-7	-2	1	-3	-7	5	-1.7	-4	1
Cc1ccc(OCC(=O)Nc2ccccc2-c2ccccc2NC(=O)COc2ccc(C)cc2)cc1	-9	-2	3	2	-1	-5	-5	-1.4	-8	0
COCCCNC(=O)C[C@H]1C[C@H](C(=O)N2CCOCC2)[C@@]2(CCC3CCCC3)c3[nH]c4cc(CCC(=O)N(C)C)ccc4c3CCN2C1=O	2	6	-3	-2	0	3	5	-1.9	3	1
CCN1C(=O)[C@H]2[C@@H](c3ccc(-c4ccc(OC)cc4)cc3)N3CCC[C@@]3(C(=O)OC)[C@H]2C1=O	-4	-8	-1	7	-2	23	-17	-1.7	2	12
Cc1ccc(-n2c(=O)[nH]cc(C(=O)N3CCc4ccccc43)c2=O)cc1	-18	-4	4	-2	4	-4	-1	-0.9	0	-2
COC(=O)c1ccccc1NC(=O)N1CCN(C(=O)c2ccco2)CC1	-10	3	-2	1	4	9	-3	-2.4	-2	-6
CCN(C(=O)COC(=O)/C=C/c1cnc2ccccc2n1)C1CCS(=O)(=O)C1 (configuration not stated)	-7	3	6	-2	-7	1	-1	-0.1	1	-2
N=C(CC1CC(=O)NC(=O)C1)C1=C(O)CCCC1=O	-1	5	0	3	1	5	6	-0.2	4	-3
COc1ccc(/C=C/C(=O)NC(=S)Nc2ccc(S(=O)(=O)N=C(N)N)cc2)cc1OC	-18	-20	4	0	3	-8	-12	-3.9	-1	16
O=C(Nc1ccc(Oc2ncnc3cc(Cl)ccc23)nc1)Nc1cccc(C(F)(F)F)c1	4	1	-5	17	0	-2	2	-0.4	1	-1
Cc1ccc(S(=O)(=O)N2CCCN(C(C)c3nc4ccccc4c(=O)[nH]3)CC2)cc1 (configuration not stated)	-1	2	-1	6	-3	-11	-3	-0.4	-3	0
O=C(N[C@H](Cc1ccccc1)C(=O)NC1CCCCC1)[C@H]1O[C@@H](n2ccc(=O)[nH]c2=O)[C@H](O)[C@@H]1O	6	.	-1	-4	-2	-4	6	0.4	3	2
Cc1cc(C)nc(NS(=O)(=O)c2cccs2)c1	-12	3	-4	-3	5	-3	-7	-2.1	4	3
c1ccc(-c2ncc(CN3CCN(c4ccccn4)CC3)[nH]2)cc1	-9	8	-1	-8	-1	4	-1	-2.5	2	1
CCOC(=O)Nc1nnc(CCc2ccccc2)s1	-16	-2	0	3	2	4	0	1.0	0	2
Cc1ccccc1CS(=O)(=O)c1ccc(C(=O)N2CCOCC2)cc1[N+](=O)[O-]	-2	5	-1	2	2	6	1	-1.3	0	0
